Screening data (PubChem)
cln2 rad14 = NCI yeast anticancer drug screen, S. cerevisiae cln2 rad14 strain; % growth inhibition at 50 µM; 78,000 tested, 8.3% active; AID 165;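 note: 0% = growth of vehicle-only cultures of the same strain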
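cln2 rad14 yeast strain; compound exposure; growth inhibition read vs vehicle controls.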
yeast mec2-1 = NCI yeast anticancer drug screen, S. cerevisiae mec2-1 strain; growth inhibition, % at 50 µM; AID 157; 79,000 tested, 9% active;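 note: 0% = growth of vehicle-only cultures of the same strain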
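Readout is yeast growth inhibition, normalised to vehicle-treated controls, in the mec2-1 strain exposed to compound.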
yeast sgs1 mgt1 = NCI yeast anticancer drug screen, S. cerevisiae sgs1 mgt1 strain; % growth inhibition at 50 µM; 78,000 tested, 10% active; AID 161;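 note: 0% = growth of vehicle-only cultures of the same strain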
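Read-out: growth inhibition vs vehicle controls. Cells: mutant yeast strain deficient in DNA damage repair.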
mlh1 rad18 = NCI yeast anticancer drug screen, S. cerevisiae mlh1 rad18 strain; growth inhibition, % at 50 µM; 79,000 tested, 11% active;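 note: 0% = growth of vehicle-only cultures of the same strain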
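Inhibition values reflect reduced growth of mutant yeast versus vehicle-treated controls following compound exposure; the mutations affect DNA damage repair.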
bub3 = NCI yeast anticancer drug screen, S. cerevisiae bub3 mutant strain; % growth inhibition at 50 µM; 78,000 tested, 9.9% active;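 note: 0% = growth of vehicle-only cultures of the same strain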
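In this screen, a yeast mutant lacking normal mitotic checkpoint function is challenged with compound. Relative growth versus vehicle gives the inhibition value.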
yeast rad50 = NCI yeast anticancer drug screen, S. cerevisiae rad50 strain; growth inhibition, % at 50 µM; 79,000 tested, 10% active; AID 155;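 note: 0% = growth of vehicle-only cultures of the same strain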
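A DNA repair-deficient yeast mutant serves as the test organism; compound-induced growth inhibition is calculated against vehicle-treated cells.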
An asterisk follows results filed as active; . = no result given. Cut-off read from the data, not from the text of the source: active = growth inhibition above about 70%; inactive = the rest. Rows are unselected; about 15% have a hit in one of these screens.

Results follow in this order: cln2 rad14 | yeast mec2-1 | yeast sgs1 mgt1 | mlh1 rad18 | bub3 | yeast rad50
O=c1c2ccccc2c2ccccc2n1-c1ccccc1
    -5 | -1 | 1 | -5 | -9 | -45
Clc1ccc2c(N3CCC(CCC4CCN(c5ncnc6cc(Cl)ccc56)CC4)CC3)ncnc2c1
    -39 | -22 | -7 | -14 | -15 | -18
O/N=C1/CCCCCC1NO (stereo not given)
    15 | -24 | -23 | -13 | -18 | -24
O=C1C(=S)Nc2c(F)cccc21
    40 | 51 | 24 | 32 | 30 | 22
COc1ccc(/C=N/n2cnc3c(sc(=S)n3-c3ccccc3)c2=O)cc1
    -2 | 1 | -8 | 13 | -24 | 23
CCCC(=O)OC(CCC)c1ccccc1 (stereo not given)
    4 | 10 | 11 | 5 | 4 | 18
CCOC(=O)Cc1nc2cc(F)c(F)cc2[nH]c1=O
    11 | 17 | 12 | -60 | 6 | -20
CC1=C(c2ccccc2)C(c2ccccc2)=C(c2ccccc2)C2(c3ccccc3)C(=O)C(C)CN12 (stereo not given)
    22 | 7 | 13 | 5 | -11 | -27
Nc1ccccc1Nc1ccccc1
    -16 | 14 | 10 | 6 | 14 | 19
O=C1OC(c2ccccc2)=NC1c1ccccc1 (stereo not given)
    -12 | 9 | 14 | 8 | 22 | 17

(list continues)
Results follow in this order: cln2 rad14 | yeast mec2-1 | yeast sgs1 mgt1 | mlh1 rad18 | bub3 | yeast rad50
CCOC(=O)c1oc2ccccc2c1CN(CCO)CCO
    11 | 1 | 13 | 10 | -4 | -38
Cc1[nH]c2nccn2c(=O)c1CCO
    -2 | 2 | -18 | -20 | 4 | -18
Cc1ccccc1NC(=O)c1ccccc1
    -15 | 2 | -6 | 3 | 6 | 1
CSc1nc2c(c(=O)n1C)N=C(c1ccccc1)[C@H](C(CC(=O)c1ccccc1)c1ccccc1)C(c1ccccc1)N2 (stereo not given in full)
    24 | 44 | 41 | 12 | 15 | 47
CCCC1SCC(C)(C)NC1=O (stereo not given)
    -18 | 3 | -2 | -2 | 7 | 5
CCN1CCC(O)(/C=C/c2cccc(C)c2)C(C(=O)/C=C/c2cccc(C)c2)C1 (stereo not given)
    90* | 93* | 91* | 93* | 88* | 91*
O=C(COc1c(Cl)c(Cl)c(Cl)c(Cl)c1Cl)Nc1cccc(Cl)c1
    15 | 2 | 5 | 23 | 21 | 19
Cc1ccc(NC(=NCCCN(C)C)C(c2ccccc2)c2ccccc2)cc1
    0 | 0 | -5 | 13 | 11 | -3
O=C(CCN1C(=O)c2ccccc2C1=O)c1cnc[nH]1
    -4 | 17 | 13 | 10 | 3 | 14
CCOC(=O)/C(C#N)=C/c1ccccc1OC
    10 | 39 | 32 | 47 | 47 | 36

Further structures follow:
Results follow in this order: cln2 rad14 | yeast mec2-1 | yeast sgs1 mgt1 | mlh1 rad18 | bub3 | yeast rad50
O=C1C=C(Nc2ccc3ccccc3c2[N+](=O)[O-])c2ccccc2C1=O
    -16 | 17 | 8 | 7 | 23 | 27
C/C(=N\NC(=S)N1CCC(c2ccccc2)CC1)c1nccnc1C
    16 | 3 | 2 | 4 | 5 | 2
CC(C)CCCC(C)C1CCC2C3CC(=O)C4CC(O)CCC4(C)C3CCC12C (stereo not given)
    -10 | 10 | 15 | 29 | 0 | 15
OC12C3C4CC5C(C4[C@@H]1Br)C2[C@@](O)(c1c(F)c(F)c(F)c(F)c1F)C53 (stereo not given in full)
    22 | 12 | 28 | 74* | 79* | 27
Cc1nn(C(=O)c2ccc(Cl)cc2)c2c1C(/C=C/c1ccccc1)SC(N)=N2 (stereo not given)
    3 | 15 | 17 | -7 | 26 | 10
OC1CC2COCC2CC1O (stereo not given)
    7 | 2 | 11 | 10 | 4 | 23
Cc1ccc(Cl)cc1NC(=O)OCCCl
    -9 | -21 | -16 | -9 | 4 | -13
OC(Cc1cccc2ccccc12)CN1CCC(c2ccccc2)CC1 (stereo not given)
    74* | 46 | 71* | 70 | 69 | 87*
CC(=O)Oc1c(C)n(C(C)=O)c2cc(Cl)ccc12
    -45 | -6 | 15 | -8 | 6 | 1
COCCNC(Cc1ccccc1)c1ccccc1 (stereo not given)
    -10 | 3 | 3 | 6 | 14 | 4

(cont.)
Results follow in this order: cln2 rad14 | yeast mec2-1 | yeast sgs1 mgt1 | mlh1 rad18 | bub3 | yeast rad50
COc1ccc(C=NCC(OC)OC)cc1OCc1ccccc1
    -16 | 7 | 14 | 12 | -3 | -15
CCCCOC(=O)c1ccc(NC(=O)CCCN(CC)CC)cc1
    13 | -2 | 1 | -5 | 14 | 6
CCCCCCNCC(=O)O
    -23 | -33 | -17 | -17 | -8 | -15
NNc1nc(Nc2ccccc2)nc(Nc2ccccc2)n1
    37 | 42 | 46 | 42 | 48 | 52
C[N+](C)(CCCN1C(=O)c2cccc3c(Br)ccc(c23)C1=O)Cc1ccc(Cl)c(Cl)c1
    96* | 98* | 98* | 98* | 96* | 98*
CCCCCCC(CCCCCCCCCCC(=O)OCC(CC)CC)OC(=O)CC (stereo not given)
    21 | 8 | 7 | 40 | -7 | 21
COC(=O)CSC(=S)N(C)Cc1ccccc1
    -50 | -15 | 8 | -13 | 4 | -2
C1CCC(C2CCCC2)CC1
    -33 | 0 | -13 | 4 | -17 | 8
CC[O-].CC[O-].O=C([CH-]C(=O)c1ccccc1)CCCCCCCCC(=O)[CH-]C(=O)c1ccccc1.[Ti+4]
    13 | -22 | 5 | 0 | 3 | -37
CN(C)CC(=O)N1CCc2c([nH]c3ccccc23)C1c1cccnc1 (stereo not given)
    -3 | -10 | 4 | -17 | -15 | -45

Remaining list, next part:
Results follow in this order: cln2 rad14 | yeast mec2-1 | yeast sgs1 mgt1 | mlh1 rad18 | bub3 | yeast rad50
CN1C(=O)c2ccccc2C1(/N=C/c1ccccc1)c1ccccc1 (stereo not given)
    -10 | -1 | -10 | -3 | 2 | 8
CC(C)CC(=O)OCC(COC(=O)CC(C)C)OC(=O)CC(C)C
    -27 | 9 | -11 | 9 | 51 | 5
O=C1NC(=S)S/C1=C\c1ccccc1[N+](=O)[O-]
    -2 | 31 | 65 | 66 | 63 | 7
COC(=O)c1n[nH]c(C2OCC3OC(C)(C)OC32)c1C(=O)OC (stereo not given)
    5 | -5 | -8 | -4 | 4 | 7
CC(C)(C)OC(=O)C(CCC(=O)O)NC(=O)OCc1ccccc1 (stereo not given)
    -5 | 4 | -3 | -8 | -1 | 3
C=C(C)C(C(=O)OCC)C(=O)OCC
    10 | -3 | 7 | -5 | -22 | 3
O=C(O)/C1=C/CCC(C(=O)O)CCC1 (stereo not given)
    -45 | -2 | -7 | 23 | -12 | -4
CC(=O)CC(=O)Nc1ncccc1C
    -5 | -31 | -9 | -6 | -20 | -9
CCCCCCCCCCCCCCCCS(=O)(=O)N/N=C(/c1ccc(OC)c(OC)c1)N1CCCCC1
    1 | -29 | 9 | -7 | -18 | -25
CC(=O)N(C(C)=O)n1c(Cc2ccc(Cl)cc2)nn(C(C)=O)c1=O
    4 | -15 | -9 | -8 | 11 | 8

The listing continues.
Results follow in this order: cln2 rad14 | yeast mec2-1 | yeast sgs1 mgt1 | mlh1 rad18 | bub3 | yeast rad50
CCOC(=O)CCC(NC(=O)c1ccc([N+](=O)[O-])cc1)C(=O)OCC (stereo not given)
    -86 | -32 | -7 | 26 | 8 | 30
CC(CCCN(C)Cc1ccccc1)Nc1ccnc2cc(Cl)ccc12 (stereo not given)
    99* | 98* | 100* | 98* | 99* | 99*
C[n+]1c(-c2cccc3ccccc23)c2cc([N+](=O)[O-])ccc2c2ccccc21
    8 | -4 | -4 | -3 | 3 | 14
COC(=O)[C@H]1COC(=S)N1C(=O)[C@@H](C)[C@H](O)C(C)C
    14 | -20 | -6 | -27 | -1 | -3
Cc1ccc(C(=O)c2c[nH]c(=O)[nH]c2=O)cc1
    -6 | -20 | -7 | -22 | -3 | 9
OC1C2CCC(C2)C1CN1CCOCC1 (stereo not given)
    2 | -3 | -8 | 2 | 5 | -6
CN(C)CCCCN1c2ccccc2Sc2ccc(C(=O)c3ccccc3)cc21
    99* | 100* | 100* | 100* | 100* | 100*
COc1ccc(/C=C2\N=C(N3CCCCC3)NC2=O)cc1
    10 | -9 | -19 | -38 | 4 | 11
COc1ccc([N+](=O)[O-])c2ccc(=O)oc12
    0 | 5 | -4 | 10 | 5 | -10
CCCCCCCCCCc1c2nc(c(CCCCCCCCCC)c3ccc([nH]3)c(CCCCCCCCCC)c3ccc([nH]3)c(CCCCCCCCCC)c3nc1C=C3)C=C2
    23 | -12 | -6 | -64 | 6 | -18

Remaining list, next part.
Results follow in this order: cln2 rad14 | yeast mec2-1 | yeast sgs1 mgt1 | mlh1 rad18 | bub3 | yeast rad50
Oc1c(Br)cc(Br)cc1C1CCCCC1
    90* | 91* | 92* | 87* | 90* | 89*
O=S(=O)(ON=C1C=CC(=NOS(=O)(=O)c2ccccc2)C=C1)c1ccccc1
    94* | 94* | 95* | 96* | 97* | 95*
Cc1cc2c(cc1C)[n+](=O)c(C(=O)C/C(=N/NC(=O)c1ccccc1O)C(=O)Nc1ccccc1C(C)C)c(C)n2[O-]
    19 | 14 | 50 | 40 | 39 | 7
C[C@@H]1CCC[C@]2(C)O[C@H]2CC[C@@](C)(O)[C@@H]2CC3=C(CO)C(=O)O[C@H]3[C@H]1O2
    2 | -3 | 3 | -95 | -8 | 5
CN(CN(C)/N=C/c1cccc([N+](=O)[O-])c1)/N=C\c1cccc([N+](=O)[O-])c1
    -41 | -12 | -3 | -14 | 5 | 0
N=C(c1ccccc1)C(C(=O)c1ccccc1)c1ccccc1 (stereo not given)
    -26 | -20 | -8 | 6 | 36 | -11
O=C(O)c1ccncc1
    47 | -10 | 8 | 18 | -3 | 12
FC1(F)SC2CCCCCCCCCCC2C1(F)F (stereo not given)
    -19 | -15 | -20 | 2 | 29 | -43
O=C([O][Sn]([O]C(=O)c1ccccc1)([c]1ccccc1)[c]1ccccc1)c1ccccc1
    60 | 77* | 56 | 50 | 59 | 68
c1ccc(CCCSc2ccccc2)cc1
    . | -6 | . | 6 | . | 30

(cont.)
Results follow in this order: cln2 rad14 | yeast mec2-1 | yeast sgs1 mgt1 | mlh1 rad18 | bub3 | yeast rad50
O=[N+]([O-])c1ccc(SC2=NCCN2)c(Cl)c1
    -1 | -38 | 2 | -11 | -14 | -14
COc1ccc2c(c1)CCC(N1CCCC(O)C1)C2 (stereo not given)
    23 | 56 | 87* | 71* | 91* | 49
CCN(CC)c1cccc(OC(=O)Nc2cccc(Cl)c2Cl)c1
    2 | -15 | 12 | 12 | 18 | -8
CC(=O)Nc1ccc(C(C)(C)c2ccc([N+](=O)[O-])cc2)cc1[N+](=O)[O-]
    4 | 0 | 1 | -1 | 13 | 7
O=C(O)/C=C\C(=O)Nc1ccccc1
    -54 | 16 | -16 | 12 | -3 | 10
CC(C)(C#N)OC(=O)Nc1cccc(Cl)c1
    -35 | -6 | 4 | -27 | -31 | 6
COc1ccc(P(c2ccc(OC)cc2)c2ccc(OC)cc2)cc1
    . | -5 | . | 0 | . | 22
